D2 agonist: activates the human D2 dopamine receptor; P14416; HEK293 T-REx D2 cells, calcium flux agonist mode; activation, % at 2 µM; actives 0.53% (n = 340,000); AID 485358;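 active = activation over 3 SD above normal in the single-dose calcium agonist read, cut at about 30% in these data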; note: 0% is about no effect
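Agonism is scored from calcium flux in a force-coupled, inducible HEK293 cell line expressing D2, read kinetically for 180 s after compound addition against dopamine controls.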
TRHR agonist: activates the human TRH receptor; P34981; TRHR cells, calcium flux fluo-8, FDSS agonist mode; activation, % at 2 µM; actives 0.18% (n = 360,000); note: 0% is about no effect
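In this calcium-flux screen, cells bearing human TRHR are dye-loaded with fluo-8, baselined for 10 cycles, then exposed to library compounds; positive kinetic calcium responses during the agonist phase mark hits, with TRH as control.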
RXFP1 antag: RXFP1 (human) relaxin receptor antagonism; Q9HBX9; HEK293-RXFP1, relaxin-stimulated cAMP HTRF, 30 min; active compounds read low; activity change, negative = inhibition, % at 57.5 µM; actives 0.59% (n = 350,000);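 active = activity change of -60% or lower, but not beyond a set lower limit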; note: % is set by controls: 0 for no effect and ±100 for the full control effect
Target sequence (Q9HBX9 whole entry, looked up): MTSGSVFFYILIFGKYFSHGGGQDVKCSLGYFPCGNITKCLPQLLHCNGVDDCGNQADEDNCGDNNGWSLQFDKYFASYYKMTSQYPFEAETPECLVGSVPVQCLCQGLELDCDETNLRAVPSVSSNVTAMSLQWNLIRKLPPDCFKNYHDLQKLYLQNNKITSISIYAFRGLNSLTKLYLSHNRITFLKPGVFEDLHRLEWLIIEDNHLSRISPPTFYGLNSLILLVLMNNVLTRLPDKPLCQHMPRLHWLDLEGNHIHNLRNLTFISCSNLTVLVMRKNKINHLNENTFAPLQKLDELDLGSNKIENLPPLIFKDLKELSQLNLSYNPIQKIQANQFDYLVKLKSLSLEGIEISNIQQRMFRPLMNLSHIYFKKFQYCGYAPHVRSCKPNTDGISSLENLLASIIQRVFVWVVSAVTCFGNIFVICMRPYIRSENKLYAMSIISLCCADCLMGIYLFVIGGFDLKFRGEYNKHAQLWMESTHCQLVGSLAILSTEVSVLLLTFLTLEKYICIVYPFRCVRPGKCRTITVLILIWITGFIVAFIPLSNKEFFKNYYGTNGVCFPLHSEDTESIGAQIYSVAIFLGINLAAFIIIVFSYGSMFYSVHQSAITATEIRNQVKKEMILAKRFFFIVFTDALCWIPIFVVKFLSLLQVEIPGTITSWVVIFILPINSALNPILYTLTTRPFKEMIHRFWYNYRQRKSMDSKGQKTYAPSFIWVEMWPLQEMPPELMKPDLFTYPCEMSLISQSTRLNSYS
D1 agonist: agonists of human D1 dopamine receptor; actives 1% (n = 360,000); HEK293 T-REx D1 cells, calcium flux, agonist mode; activation, % at 2 µM; P21728; note: 0% is about no effect
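Tetracycline-induced HEK293 TREx D1 cells, force-coupled to calcium signalling, were dye-loaded with a no-wash calcium kit. Compound was pin-added after a 10 s baseline. Fluorescence was read kinetically at 1 cycle/s for 180 s, with calcium rises flagged as agonism.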
D1 potentiator: enhances dopamine response at the human D1 receptor. HEK293 TREx D1 cells, calcium flux, dopamine EC20 potentiation. potentiation, % at 10 µM. actives 0.036% (n = 360,000). AID 504651; in the data active = potentiation above about 30%; note: 0% is about no effect
D1 antag: blocks dopamine activation of the human D1 receptor; P21728; HEK293 TREx D1 cells, calcium flux, dopamine EC80; active compounds read low; activity change, negative = inhibition, % at 10 µM; actives 3.2% (n = 360,000); in the data active = activity change below about -30%; note: % is set by controls: 0 for no effect and ±100 for the full control effect
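Antagonism measured as reduced calcium response to an EC80 dopamine addition following 180 s compound pre-read; cells were inducible HEK293 Trex D1 plated overnight at 30 C, read kinetically at 1 cycle/sec.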
TRHR enhancer: allosterically enhances the human TRH receptor. TRHR cells, fluo-8 calcium fluorescence, EC20 TRH enhancement. AID 493056. enhancement, % at 2 µM. P34981. actives 0.66% (n = 360,000); in the data active = enhancement above about 30%; note: 0% is about no effect
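TRHR-expressing cells loaded with fluo-8 calcium dye were read kinetically (ex 480/em 530) during compound addition, then stimulated with an EC20 of TRH (10 nM final). Enhancement of the Gq-mediated intracellular calcium response was scored.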
D2 potentiator: D2 dopamine receptor (human) potentiation; P14416; HEK293 T-REx D2, calcium flux, EC20 dopamine potentiation; potentiation, % at 10 µM; actives 0.34% (n = 340,000); AID 485347;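 active = potentiation over 3 SD above the plate norm, cut at about 30% in these data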; note: 0% is about no effect
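Potentiation of an EC20 dopamine calcium response is measured in a force-coupled, tetracycline-inducible Hek293 Trex D2 line. Compound-only kinetic reads over 180 s flag agonists before dopamine addition.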
D2 antagonist: antagonizes the human D2 dopamine receptor | P14416 | HEK293 TREx D2 cells, calcium flux, dopamine EC80 | inhibition, % at 10 µM | actives 2% (n = 340,000) | AID 485344; in the data active = inhibition above about 30%; note: 0% is about no effect
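Read-out: kinetic calcium fluorescence (1 cycle/s) in inducible HEK293 T-REx D2 cells after an EC80 dopamine addition that followed 180 s compound preincubation. Loss of the dopamine response indicates antagonism.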
* hit, by the source's call; . = no result given. Cut-off read from the data, not from the text of the source, unless noted: active = activation above about 30%; inactive = the rest.

Order of results: TRHR agonist	D2 agonist	RXFP1 antag	D1 agonist	D2 potentiator	TRHR enhancer	D1 antag	D2 antagonist	D1 potentiator
> CCOC(=O)C(C)NC(=O)C1CCN(c2ncnc3c2nc2n3CCCCC2)CC1 (configuration not stated)
  -0.7	0.0	-9.9	-1.7	6.3	11.0	4.9	.	0.4
> O=C(Nc1nc2ccc(S(=O)(=O)N3CCCC3)cc2s1)c1ccco1
  0.5	0.2	-6.9	3.2	13.0	-4.7	-0.4	-5.3	0.9
> CC(c1ccccn1)N(CCN(C)C)C(=S)Nc1cccc(F)c1 (configuration not stated)
  2.1	0.9	35.7	0.8	0.9	-4.8	0.8	-17.5	-2.9
> CCCc1cc(=O)oc2c(CN3CCCC3)c(O)c(Cl)cc12
  0.8	0.1	10.6	1.1	-11.6	-3.1	-0.2	2.2	-0.1
> CCOc1ccccc1CNC(=O)c1cccc(NC(=O)c2nsc3ccccc23)c1
  0.2	-0.5	-15.2	2.1	5.1	-4.8	-14.1	.	-0.7
> O=C(c1ccc(S(=O)(=O)N2CCOCC2)cc1)N1CCN(C2=NS(=O)(=O)c3ccccc32)CC1
  0.5	0.5	-1.3	0.4	10.5	5.0	-16.9	-12.8	-6.6
> O=C(NCCc1ccccc1)c1cnn2c(C(F)F)cc(C3CC3)nc12
  -0.8	-0.7	-3.9	0.2	-8.0	-2.5	-20.4	-11.5	-2.2
> COc1ccccc1C1=NOC(C(=O)N2CCN(C(=O)c3ccco3)CC2)C1 (configuration not stated)
  0.0	0.3	17.3	0.6	-7.3	-7.7	-21.5	-0.2	0.3
> CC1=CC(=O)O[C@@H]1[C@@]1(C)C[C@H]2OC(=O)C[C@H]3[C@@H](C)C(=O)C(O)=C1[C@@]23CO
  0.4	0.4	.	-1.1	-1.8	-0.1	8.9	-7.9	-5.8
> COc1ccc(C2(CNC(=O)C(=O)Nc3ccc(C)c(Cl)c3)CCCC2)cc1OC
  1.5	1.7	-6.8	-1.0	-0.4	0.0	9.9	.	-0.8
> CCOc1cc(C2C3=C(CC(C)(C)CC3=O)N(C)C3=C2C(=O)CC(C)(C)C3)ccc1O
  0.5	-0.4	4.9	1.5	3.3	0.4	9.3	17.7	7.8
> COc1ccc(C2Nc3ccccc3C(=O)N2NS(=O)(=O)c2ccc(C)cc2)cc1 (configuration not stated)
  2.6	0.5	-7.7	3.4	7.8	2.2	2.7	-3.9	2.5
> CCN(CC)CCOC(=O)c1cccc(Br)c1
  0.4	0.1	1.0	1.6	-8.1	-4.8	-8.1	3.9	-2.7
> CCOc1ccc(NC(=O)CCC(=O)c2ccc(F)cc2)cc1
  -0.2	.	10.6	1.8	.	3.5	-7.0	.	-1.5
> CCOc1ccccc1NC(=O)CSc1nnc2c(CC)c(C)nc(N)n12
  1.3	2.8	-11.8	0.1	.	8.1	7.1	35.2*	4.4
> Cc1ccc(NC(=O)CSc2nnc(-c3ccncc3)s2)cc1
  -0.5	-0.1	-2.5	-0.2	-2.4	2.2	-4.9	-2.7	-9.2
> Cc1cccc(CC2S/C(=N/N=C/c3ccco3)NC2=O)c1 (configuration not stated)
  0.1	.	-19.5	2.5	12.1	8.6	6.8	.	-0.2
> Cc1cccc(OCC(=O)NNC(=O)Nc2cccc(Cl)c2)c1C
  0.3	0.4	-29.6	3.3	1.4	-3.2	4.0	2.6	-3.2
> N#CC1=C(N)Oc2cc(N)ccc2C1C1CCCCC1 (configuration not stated)
  0.2	0.3	-1.3	4.8	3.0	9.1	-12.2	-11.6	-4.8
> COc1ccc(Cl)cc1Nc1nc2ccc(C)cc2n2cnnc12
  1.0	.	33.4	5.3	.	0.7	3.2	.	-2.9
> COC(=O)c1c(C)n(-c2ccc(OC)cc2)c2ccc(O)cc12
  0.1	-2.3	-13.2	0.2	-2.2	-2.5	-11.5	8.9	-0.2
> CC1CCN(S(=O)(=O)c2ccc(NC(=O)CSc3ncccc3C(=O)O)cc2)CC1
  0.7	1.2	-9.2	2.0	0.4	-0.2	-4.7	8.0	-4.5
> CCOC(=O)C(NC(=O)CCl)(Nc1sc(C)c(CC)c1C#N)C(F)(F)F (configuration not stated)
  -0.4	-0.9	-17.8	2.2	17.3	3.9	5.7	6.1	0.1
> Cc1cccc(NC(=O)C23CCC(C)(C2Br)C3(C)C)c1 (configuration not stated)
  -0.2	.	-18.7	2.3	.	-1.9	10.7	.	7.7
> Cc1cc(-c2c(C(=O)N3CCOCC3)c(C)nn2-c2ccccc2)no1
  -0.6	-0.7	0.5	2.8	4.5	0.3	0.5	-15.0	-6.2
> Cc1ccc(CCNC(=O)Cn2nc(-c3ccc(C)cc3)ccc2=O)cc1
  -1.4	-0.6	4.5	-2.4	0.5	5.6	21.4	.	-0.1
> O=C(NC(=S)NCCN1CCOCC1)c1ccccc1Cl
  2.6	-1.6	5.8	1.5	-3.8	-4.3	35.0	-11.3	-1.2
> N#Cc1sc2nc3c(cc2c1N)CCCC3
  -0.3	4.4	21.8	-0.9	5.5	1.3	-0.2	3.6	-2.1
> COc1ccc(OC)c(C2C(C(=O)Nc3ccccc3OC)=C(C)Nc3nc(CCCO)nn32)c1 (configuration not stated)
  0.4	2.3	-15.5	0.5	-3.2	-4.6	5.6	1.2	3.0
> CCOC(=O)c1cncc(C(=O)O)c1
  0.1	0.7	-0.4	1.4	-2.1	1.1	3.6	5.5	1.1
> N#Cc1ccccc1Cn1c(=O)n(Cc2ccc(C(=O)NCc3ccco3)cc2)c(=O)c2sccc21
  -0.1	-0.9	.	2.9	9.5	-1.0	-9.6	1.6	-1.0
> Cc1cc2c(SCC(=O)N3CCN(c4ccccc4)CC3)ncnc2s1
  -0.9	2.1	-10.5	-0.1	-6.5	-1.7	4.4	5.5	-1.6
> Cc1ccccc1CNC(=O)c1ccccc1N
  0.0	-0.3	-8.0	0.7	-3.2	6.6	-6.7	0.3	-4.0
> C/C=C(/C)C(=O)O[C@H]1[C@@H](O)c2c(ccc3ccc(=O)oc23)OC1(C)C
  -0.6	0.4	.	-3.7	5.1	2.8	2.2	14.2	-2.4
> Cc1ccc(NC(=O)Nc2ccc([N+](=O)[O-])cc2)nc1
  0.0	0.6	-6.8	1.1	6.7	2.0	2.0	1.1	-0.8
> CCOCCCNC(=O)c1c(NC(=O)c2cc(=O)c3ccccc3o2)sc2c1CCC2
  5.7	.	0.1	-0.6	-11.1	-3.9	-0.2	.	-1.4
> CSc1nncc(=O)[nH]1
  -0.1	0.3	-23.1	3.5	-4.6	-3.3	-7.2	-12.4	-4.9
> COc1ccc(Cl)cc1NC(=O)CSC1=Nc2ccccc2C2=NC(CCC(=O)NCc3ccco3)C(=O)N12 (configuration not stated)
  -1.0	-1.1	-5.5	0.9	-4.2	-2.6	-20.5	.	-2.6
> COc1ccccc1OCc1nnc(SCC(=O)N2CCCCC2)o1
  0.5	0.8	-3.3	1.0	-1.4	4.9	15.4	-1.6	-1.4
> CC(C)(C)NC(=O)COC(=O)c1ccccc1Oc1ccccc1
  -1.2	-1.8	1.6	0.2	5.8	-17.1	0.6	5.1	-1.1

Profiles, quoted from the list. Values in the order: TRHR agonist | D2 agonist | RXFP1 antag | D1 agonist | D2 potentiator | TRHR enhancer | D1 antag | D2 antagonist | D1 potentiator
COc1ccccc1OCc1nnc(SCC(=O)N2CCCCC2)o1 is entered as 0.5 | 0.8 | -3.3 | 1.0 | -1.4 | 4.9 | 15.4 | -1.6 | -1.4
CC1=CC(=O)O[C@@H]1[C@@]1(C)C[C@H]2OC(=O)C[C@H]3[C@@H](C)C(=O)C(O)=C1[C@@]23CO is entered as 0.4 | 0.4 | . | -1.1 | -1.8 | -0.1 | 8.9 | -7.9 | -5.8
CCOc1cc(C2C3=C(CC(C)(C)CC3=O)N(C)C3=C2C(=O)CC(C)(C)C3)ccc1O is entered as 0.5 | -0.4 | 4.9 | 1.5 | 3.3 | 0.4 | 9.3 | 17.7 | 7.8

(more compounds)
Order of results: TRHR agonist	D2 agonist	RXFP1 antag	D1 agonist	D2 potentiator	TRHR enhancer	D1 antag	D2 antagonist	D1 potentiator
> O=C(CSc1nc(-c2ccc(F)cc2)cs1)NC(=O)NCc1ccco1
  -0.3	-1.1	-5.3	8.5	0.0	-1.5	-14.2	-22.6	-8.6
> COc1cccc(C(=O)NCCCNC(=O)c2cccc(OC)c2)c1
  -0.3	-0.8	2.3	0.3	5.9	7.6	3.3	3.3	-0.1
> Cc1c(CCC(=O)NCCCn2ccnc2)c(=O)oc2cc3occ(C(C)(C)C)c3cc12
  -0.8	-0.1	-0.6	0.4	0.4	-1.6	5.3	-4.9	-5.6
> COc1ccccc1N1CCN(c2ccc3ccccc3n2)CC1
  1.0	-0.3	-9.8	1.6	-17.5	-4.0	-6.8	-5.5	-7.9
> CCOC(=O)c1ccc(-c2n[nH]c(=O)c3ccccc23)cc1
  0.1	-0.6	7.4	0.7	4.5	8.6	9.1	5.8	-2.6
> COc1ccccc1C(=O)Nn1cnc2ccccc2c1=O
  -0.7	-1.3	-3.8	0.2	-10.5	2.2	10.7	9.0	3.3
> Fc1ccc(CN2CCN(C(c3ccccc3)c3ccccc3)CC2)cc1
  -0.3	-0.3	-29.4	4.0	-14.3	-1.1	15.0	14.2	-2.0
> CC(C)(C)c1ccc(Cn2c(=O)cnc3ccccc32)cc1
  -1.3	-1.3	-25.8	14.7	2.6	1.5	-25.5	5.6	1.6
> CSc1ccc(CN(C)C(=O)c2cc(S(=O)(=O)NCc3ccccc3)ccc2C)cc1
  0.1	0.5	-1.1	3.0	4.1	-4.3	5.3	1.9	-13.2
> COc1ccc(Cn2c(=O)c3oc4ccccc4c3n(CC(=O)Nc3cc(C)cc(C)c3)c2=O)cc1
  -0.2	-0.8	3.8	1.2	-6.1	-1.1	-0.3	.	-2.0
> O=C(Nc1cccc(S(=O)(=O)N2CCCCC2)c1)C1CCN(C(=O)c2ccc(Cl)cc2)CC1
  0.0	.	-31.5	1.8	-0.4	-3.3	-8.0	.	.
> C=C1CCN([C@@H](C)C(=O)OCc2ccc(C)cc2)S(=O)(=O)c2ccccc21
  0.1	1.0	.	5.1	16.6	2.3	12.9	-12.6	-4.0
